Screening data deposited in PubChem BioAssay by several laboratories.
TMEM16A act: mouse TMEM16A channel activation, primary screen; actives 0.3% (n = 340,000); B-score at 10 µM; HEK293 TMEM16A/YFP-H148Q/I152L, iodide quench fluorescence; hits give low values;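 active = fluorescence-ratio B-score plate-corrected deviation score at least 3 library SD below zero, with starting fluorescence score within 5 deviations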;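 note: channel opened by trigger with iodide after compound preincubation; score built on the fluorescence ratio of max minus min over baseline; more negative score means more quench and so TMEM16A activation or potentiation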
DYRK1A inh: Dyrk1A (rat) kinase inhibition; actives 0.43% (n = 310,000); inhibition, % at 12.5 µM; ADP-Glo luminescence, NFATc1 peptide; AID 504441; Q63470; in the data active = inhibition above about 50%;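 note: plate controls were vehicle with enzyme for no effect and no enzyme for full effect; many of its hits are not listed in these tables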
KCNQ1 block: inhibitors of human KCNQ1 potassium channel. P51787. actives 1.3% (n = 310,000). AID 2642. CHO-K1 KCNQ1, FluxOR thallium flux fluorescence; hits give high values. B-score at 10 µM;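 active = compounds whose thallium flux B-score, printed positive for inhibition, exceeds three library SD while starting fluorescence stays within three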;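 note: channel opened by potassium depolarization with thallium stimulus after 20 min compound exposure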
KCNQ1 pot: human KCNQ1 channel potentiation or activation. actives 0.35% (n = 310,000). P51787. AID 2648. B-score at 10 µM. CHO-K1 KCNQ1, thallium flux FluxOR fluorescence; hits give high values;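 active = fluorescence ratio B-score, a plate-corrected score, at least three library SD, with initial intensity B-score within 5 SD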
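Assay system: CHO-K1 cells stably expressing KCNQ1; Medium: assay buffer with matched DMSO; Also added: K+/Tl+ depolarizing stimulus; Dosing: single dose; Timing: dye 90 min, compound 20 min, room temperature; Measured by: kinetic FluxOR thallium fluorescence, 10-s 1-Hz baseline, 110-s post-stimulus read; Read-out: peak-minus-minimum fluorescence over initial fluorescence, negative-control normalized, B-scored.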
TRPC4 agonist: opens the mouse TRPC4 cation channel. HEK293 TRPC4beta/mu-opioid, Fluo4 calcium fluorescence; hits give high values. B-score at 10 µM. actives 0.49% (n = 310,000);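 active = B-score above 5 SD of library B-scores, and initial fluorescence ratio not above library mean plus 5 SD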;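 note: positive B-score marks a calcium rise read as TRPC4 activation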
Target sequence (Q9QUQ5 whole entry, looked up): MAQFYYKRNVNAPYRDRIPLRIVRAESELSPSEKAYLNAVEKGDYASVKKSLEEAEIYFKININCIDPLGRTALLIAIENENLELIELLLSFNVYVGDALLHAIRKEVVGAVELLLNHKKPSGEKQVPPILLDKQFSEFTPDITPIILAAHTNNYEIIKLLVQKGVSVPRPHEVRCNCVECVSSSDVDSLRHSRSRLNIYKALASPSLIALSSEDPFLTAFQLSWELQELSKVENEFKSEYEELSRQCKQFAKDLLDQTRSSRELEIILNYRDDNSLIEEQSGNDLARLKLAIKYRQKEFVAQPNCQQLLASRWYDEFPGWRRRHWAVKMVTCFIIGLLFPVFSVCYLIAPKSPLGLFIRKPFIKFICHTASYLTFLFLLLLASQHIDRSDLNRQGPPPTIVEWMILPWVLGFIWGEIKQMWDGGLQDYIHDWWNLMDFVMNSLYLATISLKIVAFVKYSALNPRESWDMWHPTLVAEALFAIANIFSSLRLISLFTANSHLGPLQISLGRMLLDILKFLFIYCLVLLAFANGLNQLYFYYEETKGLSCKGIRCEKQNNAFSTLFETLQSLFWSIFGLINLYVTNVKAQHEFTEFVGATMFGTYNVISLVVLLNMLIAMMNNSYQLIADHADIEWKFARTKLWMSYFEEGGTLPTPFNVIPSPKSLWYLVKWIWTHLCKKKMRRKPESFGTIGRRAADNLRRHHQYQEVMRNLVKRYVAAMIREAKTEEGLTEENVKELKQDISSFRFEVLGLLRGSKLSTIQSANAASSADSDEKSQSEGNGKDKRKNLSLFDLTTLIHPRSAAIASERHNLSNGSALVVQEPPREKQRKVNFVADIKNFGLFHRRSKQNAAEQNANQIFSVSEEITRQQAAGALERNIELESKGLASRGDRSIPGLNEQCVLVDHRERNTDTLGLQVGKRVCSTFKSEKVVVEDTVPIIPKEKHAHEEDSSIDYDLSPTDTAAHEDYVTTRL
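Assay system: HEK293 stable line with TRPC4beta plus mu-opioid receptor; schedule: 45 min room-temperature Fluo4 loading, 110 s read; technique: kinetic Fluo4 calcium fluorescence; evaluation: integrated baseline-normalised fluorescence ratio, converted to per-well B score; controls: buffer (low) and maximal DAMGO (high)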
HDAC3 inhib: inhibitors of human histone deacetylase 3; actives 0.15% (n = 320,000); recombinant HDAC3, fluorogenic peptide/trypsin coupled, fluorescence; AID 2718; inhibition, % at 8.3 µM; O15379; in the data active = inhibition above about 26%, passing the limit was not always enough
KCNK3 inh: human KCNK3 channel inhibition, primary screen. O14649. CHO-KCNK3 thallium flux, FluxOR fluorescence; hits give low values. B-score at 10 µM. actives 0.84% (n = 340,000). AID 602410;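 active = B-score under library mean minus 4 SD, starting fluorescence ratio at most library mean plus 5 SD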;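 note: more negative B-score means stronger inhibition of thallium flux through KCNK3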
KCNK9 block: human KCNK9 channel inhibition; Q9NPC2; HEK293 KCNK9, FluxOR thallium flux fluorescence; hits give low values; B-score at 10 µM; actives 1.2% (n = 310,000); AID 488922;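 active = ratio B-score over 3 SD below the library mean, with starting fluorescence within 5 SD of its mean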;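 note: negative B-score means less thallium flux so channel inhibition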
TRPC4 PAM: allosterically enhances the mouse TRPC4 cation channel. actives 0.42% (n = 310,000). AID 2227. B-score at 10 µM. HEK293 TRPC4beta/mu-opioid, DAMGO EC20, Fluo-4 Ca2+ flux; hits give high values. Q9QUQ5;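 active = B-score of calcium response area above 5 SD of library B-scores, with initial fluorescence ratio within 5 SD of library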;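 note: B-score of integrated fluorescence ratio over time as area under calcium response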
TMEM16A inh: mouse TMEM16A channel inhibition, primary screen; normalized B-score (activity score, 25-100; higher = stronger inhibition) at 10 µM; actives 1.2% (n = 310,000); HEK293 TMEM16A/YFP iodide influx fluorescence, ionomycin; Q8BHY3;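 active = ratio plate-corrected score three or more library SD toward inhibition, starting fluorescence score within five deviations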;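 note: score derived from kinetic fluorescence span divided by baseline fluorescence per well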
hERG rescue: shields human hERG channel from block by proarrhythmic agents | Q12809 | CHO-hERG, FluxOR thallium flux, dofetilide IC70 present | activation (rescue from dofetilide block), less the hit threshold, % at 10 µM | actives 0.51% (n = 310,000) | AID 1511;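 active = activation above the mean of controls blocked by dofetilide plus 5 SD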;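 note: thallium influx through hERG after potassium depolarization seen as dye fluorescence rise; in these data hits start at about 4.7%; inactives centre near -7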
An asterisk follows results filed as active; i = inactive; · = not tested or not shown; & = joins results of further samples. These rows are one share of the data (hit frequency here may not be typical).

Molecule	TMEM16A act	DYRK1A inh	KCNQ1 block	KCNQ1 pot	TRPC4 agonist	HDAC3 inhib	KCNK3 inh	KCNK9 block	TRPC4 PAM	TMEM16A inh	hERG rescue
O=c1[nH]c2cc3c(cc2cc1C(c1nnnn1Cc1ccccc1)N1CCCCCC1)OCCO3 (centres undefined)	i	3	i	i	i	2	i	i	i	i	-14
CCN1C(=O)/C(=C\N2CCN(c3cccc(Cl)c3)CC2)SC1=S	i	-2	i	i	i	2	i	i	i	i	-4
Cc1ccc(Cl)cc1N1CCN(C(=O)c2cc3c(=O)[nH]c4ccccc4c3n2C)CC1	i	-3	12*	i	i	-5	i	i	i	25*	-30
COc1ccc(-c2cc(C(=O)NCC3CCCO3)c3cc(C)ccc3n2)cc1 (centres undefined)	i	5	i	i	i	1	i	i	i	i	-10
CC(C)C[C@H]1CN=C(Nc2ccccc2)N1CC1CCC(C(C)(C)C)CC1 (some centres undefined)	i	-2	·	·	·	-5	i	·	·	100*	·
Nc1nc(Cl)cc(Sc2ccc(F)cc2)n1	i	-5	i	i	i	2	i	i	i	i	-6
O=C(Nc1ccccc1Oc1ccccc1)c1ccc(Br)o1	i	-4	i	i	i	-5	i	i	i	i	-4
CCOC(=O)Cn1nnnc1CN(CCc1ccccc1)Cc1cc2cc(CC)ccc2[nH]c1=O	i	-4	i	i	i	0	i	i	i	i	-10
O=C(COc1ccc([N+](=O)[O-])cc1)Nc1cc(S(=O)(=O)N2CCCCC2)ccc1N1CCCCC1	i	-2	i	i	i	7	i	i	i	i	-16
O=C(Nc1ccccc1)[C@@H]1[C@@H]2C(=O)N(c3ccc(F)cc3)C(=O)[C@@H]2[C@H]2C=CC=NN21	i	-8	i	i	i	6	i	i	i	i	0

Brought forward from above: 2 compounds, followed by the next part.
Molecule	TMEM16A act	DYRK1A inh	KCNQ1 block	KCNQ1 pot	TRPC4 agonist	HDAC3 inhib	KCNK3 inh	KCNK9 block	TRPC4 PAM	TMEM16A inh	hERG rescue
O=C(COc1ccc([N+](=O)[O-])cc1)Nc1cc(S(=O)(=O)N2CCCCC2)ccc1N1CCCCC1	i	-2	i	i	i	7	i	i	i	i	-16
O=C(Nc1ccccc1)[C@@H]1[C@@H]2C(=O)N(c3ccc(F)cc3)C(=O)[C@@H]2[C@H]2C=CC=NN21	i	-8	i	i	i	6	i	i	i	i	0
Cc1cc(N2C(=O)CC(N3CCN(c4ccc(C(=O)c5cccs5)cc4)CC3)C2=O)no1 (centres undefined)	i	6	i	i	i	-8	i	i	i	i	-6
CC(=O)c1cc(C#N)c(N2CCOCC2)nc1C	i	-2	i	i	i	4	i	i	i	i	-6
CN(CC(CC(=O)O)c1ccccc1)S(=O)(=O)c1ccc(Br)cc1 (centres undefined)	i	-6	i	i	i	0	i	i	i	i	-9
CCC(=O)Nc1ccc(Oc2ccc3c(c2)C(=O)N(c2ccc(O)cc2)C3=O)cc1	i	7	i	i	i	1	i	i	i	i	-12
O=C(N1CCCCC1)N1CCC(c2nc3ccccc3[nH]2)CC1	i	6	i	i	i	6	i	i	i	i	-13
CN1C(=O)c2cccc3c(S(=O)(=O)Nc4ccccc4F)ccc1c23	i	-3	i	i	i	-2	i	i	i	i	-3
NC(=O)/C(=C\c1ccco1)NC(=O)c1ccc(Br)o1	i	-3	i	i	i	9	i	i	i	i	-10
COCc1cc(C)nc(OCC(=O)N/N=C/c2ccc(-c3cc([N+](=O)[O-])ccc3Cl)o2)c1C#N	i	-1	i	i	i	2	i	i	i	i	-8
COc1ccc(/C(N)=N/OC(=O)c2ccc([N+](=O)[O-])c(C)c2)cc1OC	i	-6	i	i	i	1	i	i	i	i	-13
c1ccc(Cc2noc(CN3CCN(CCOc4ccccc4)CC3)n2)cc1	i	-2	i	i	i	-3	i	i	i	i	-9
O=C(O)c1cc(-c2ccco2)nc2ccc(Br)cc12	i	8&6	i	i	i	-6	i	i	i	i	-4&-7
COc1cc2[nH]cc(C(=O)NCc3ccccc3)c(=O)c2cc1OC	i	-3	i	i	i	2	i	i	i	i	-6
COc1ccc(OC)c(C(=O)c2oc3ccccc3c2NC(C)=O)c1	i	3	i	i	i	11	i	i	i	i	-6
O=C(COC(=O)c1c(F)cccc1F)NCCNC(=O)COC(=O)c1c(F)cccc1F	i	-4	i	i	i	-1	i	i	i	i	-4
Fc1ccc(CN2CCN(c3ncnc4scc(-c5ccccc5)c34)CC2)cc1	i	-2	i	i	i	-2	i	i	i	i	-13
CCCNC(=S)N(Cc1cc2cc(C)ccc2n2nnnc12)CC(C)(C)CN(C)C	i	5	i	i	i	-1	i	i	i	i	-9
O=C(N/N=C/c1cc2c3c(c1O)CCCN3CCC2)c1ccccc1O	i	0	12*	i	i	·	-10*	-10*	i	·	-12
CN(C)c1ccc(/C=N/NC(=O)c2ccc3c(c2)OCO3)cc1	i	0	i	i	i	3	i	i	i	i	-7
Clc1ccc(-n2nnnc2-c2ccccc2)cc1	i	-7	·	·	·	2	i	·	·	i	·
Cn1cc(SCC(=O)NCC2CCCO2)c2ccccc21 (centres undefined)	i	1	i	i	i	·	i	i	i	i	-12
COc1ccccc1/C=N/NC1=NCCCCC1	i	·	i	i	i	0	i	i	i	i	5
O=C(N/N=C/c1ccc([N+](=O)[O-])o1)c1cn(-c2ccccc2)nc1-c1ccc(Cl)cc1	i	-3	i	i	i	6	i	i	i	i	8.3*
COc1ccccc1NC(=S)NCCc1ccc(OC)c(OC)c1	i	0	i	i	i	3	i	i	i	i	-5
Cc1cccc(NC(=O)C2CCN(S(=O)(=O)c3cccs3)CC2)c1	i	1	i	i	i	0	i	i	i	i	-5
CCC1(c2ccccc2)NC(=O)N(CC(=O)Nc2cc(S(=O)(=O)N3CCCCC3)ccc2OC(C)C)C1=O (centres undefined)	i	·	i	i	i	8	i	i	i	i	-15
CCn1cc(CNC(=O)c2ccc3nc(Cc4ccccc4F)oc3c2)cn1	i	4	i	i	i	1	i	i	i	i	-11
CN(C)S(=O)(=O)N1CCN(C(=O)N2CCOCC2)CC1	i	1	i	i	i	4	i	i	i	i	0
CCN1CCN(c2ccc(S(=O)(=O)N3CCCCC3)cc2NC(=O)c2cccc(C(F)(F)F)c2)CC1	i	5	i	i	i	·	i	i	29*	i	-8
COc1cc(C2CC(c3cccs3)=NN2C(=O)CCl)ccc1OC(F)F (centres undefined)	i	-2	i	i	i	10	i	i	i	i	-5
Cn1c(Nc2cccc(Cl)c2)nc2ccccc21	i	-2	i	i	i	5	i	i	i	i	-3

With a hit mark in TRPC4 PAM, of those listed so far:
SMILES | TMEM16A act | DYRK1A inh | KCNQ1 block | HDAC3 inhib | KCNK3 inh | KCNK9 block | TRPC4 PAM
CCN1CCN(c2ccc(S(=O)(=O)N3CCCCC3)cc2NC(=O)c2cccc(C(F)(F)F)c2)CC1 | i | 5 | i | · | i | i | 29*

Single records, from the list above. Order of screens: TMEM16A act	DYRK1A inh	KCNQ1 block	KCNQ1 pot	TRPC4 agonist	HDAC3 inhib	KCNK3 inh	KCNK9 block	TRPC4 PAM	TMEM16A inh	hERG rescue
Shown for `Cc1cccc(NC(=O)C2CCN(S(=O)(=O)c3cccs3)CC2)c1` → i	1	i	i	i	0	i	i	i	i	-5
Shown for `CCC1(c2ccccc2)NC(=O)N(CC(=O)Nc2cc(S(=O)(=O)N3CCCCC3)ccc2OC(C)C)C1=O` (centres undefined) → i	·	i	i	i	8	i	i	i	i	-15
Shown for `CCn1cc(CNC(=O)c2ccc3nc(Cc4ccccc4F)oc3c2)cn1` → i	4	i	i	i	1	i	i	i	i	-11

The results go on.
Molecule	TMEM16A act	DYRK1A inh	KCNQ1 block	KCNQ1 pot	TRPC4 agonist	HDAC3 inhib	KCNK3 inh	KCNK9 block	TRPC4 PAM	TMEM16A inh	hERG rescue
NNC(=O)c1ccc(CSc2n[nH]c(=O)[nH]c2=O)cc1	i	5	i	i	i	4	i	i	i	i	-10
Nc1cccc2c1C(=O)N(C(=O)c1ccc(Cl)c(S(=O)(=O)N3CCCCCC3)c1)C2=O	i	5	i	i	i	-10	i	i	i	i	-5
O=C(c1ccc(Cl)c(S(=O)(=O)N2CCOCC2)c1)N1CCOCC1	i	0	i	i	i	2	i	i	i	i	-11
C/C(=N\NC(=O)c1cc(O)cc(O)c1)c1ccc(NC(=O)Cc2ccccc2)cc1	i	12	i	i	i	·	i	i	i	i	-10
COc1ccc(OC)c(NC(=O)C(C)Oc2ccc(Br)cc2)c1 (centres undefined)	i	-1	i	i	i	3	i	i	i	i	-8
CN(C)/C=C/C(=O)c1ccc(S(=O)c2ccccc2)cc1 (centres undefined)	i	0	i	i	i	8	i	i	i	i	-3
COc1ccc2c(c1OC)CN1CCc3cc4c(cc3[C@@H]1[C@@H]2O)OCO4	i	-5	i	i	i	3	i	i	i	i	-9
COc1ccc(NC(=O)Nc2nc3c(s2)CCCC3)cc1	i	8	i	i	i	2	i	i	i	i	-13
CN(C)c1cccc2cccc(N(C)C)c12	i	7	i	i	i	2	i	i	i	i	-1
CCOc1ccc(NC(=O)CCn2c(=O)[nH]c3ccsc3c2=O)cc1	i	-5	i	i	i	16	i	i	i	i	-6
CCOC(=O)C(c1ccccc1)C(Nc1ccc(Cl)c(Cl)c1)c1ccccn1 (centres undefined)	i	-8	i	i	i	-1	i	i	i	i	-2
Cc1ccc(C)c(N2CCN(C(=O)c3ccc4c(c3)c(C)c(C)n4C)CC2)c1	i	-5	i	i	i	-1	i	i	i	i	-4

In the list so far, these contain a cyano group.
Molecule	TMEM16A act	DYRK1A inh	KCNQ1 block	KCNQ1 pot	TRPC4 agonist	HDAC3 inhib	KCNK3 inh	KCNK9 block	TRPC4 PAM	TMEM16A inh	hERG rescue
CC(=O)c1cc(C#N)c(N2CCOCC2)nc1C	i	-2	i	i	i	4	i	i	i	i	-6
COCc1cc(C)nc(OCC(=O)N/N=C/c2ccc(-c3cc([N+](=O)[O-])ccc3Cl)o2)c1C#N	i	-1	i	i	i	2	i	i	i	i	-8
